From PubChem BioAssay
AddAB inh – less growth of phage-infected E. coli with AddAB; E. coli expressing H. pylori AddAB, absorbance growth; inhibition, % at 11.9 µM; 330,000 tested, 0.29% active; in the data active = inhibition above about 12%;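 also: 0% = vehicle wells of infected cells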
PKA-R1A activ – PKA-R1A complex activation; P00514+P68181; activation, % at 11.4 µM; 340,000 tested, 0.083% active; PKA-R1A dissociation, Cy5-IP20 fluorescence polarization; scaled: DMSO 0%, 113 µM cGMP 100%; AID 504707;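 active = percent activation above the mean of all tested compounds plus 3 SD, cut at about 19% in these data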;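 also: higher means more PKAc released from R1A so a rise in polarization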
HTR5A ag – counter-screen for OPRM1-OPRD1 agonists: human HTR5A agonism. HTR5A agonist assay, luminescence, cell-based. P47898. activation, % at 9.3 µM. 340,000 tested, 0.61% active; in the data active = activation mostly above about 9.5%, no sharp cut-off; inactive = mostly below about 7.6%;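 also: 0% = cells with vehicle only and 100% = reference agonist; strong numbers were not always called active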
DAGLB inhibitor – blocks human DAGLB lipase activity. Q8NCG7. HEK293T DAGLB membrane lysate, EnzChek fluorogenic substrate. inhibition, % at 5.17 µM. 340,000 tested, 0.059% active; in the data active = inhibition above about 34%;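 also: 0% = enzyme with vehicle and 100% = wells lacking enzyme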
Target sequence (Q8NCG7 whole entry, looked up): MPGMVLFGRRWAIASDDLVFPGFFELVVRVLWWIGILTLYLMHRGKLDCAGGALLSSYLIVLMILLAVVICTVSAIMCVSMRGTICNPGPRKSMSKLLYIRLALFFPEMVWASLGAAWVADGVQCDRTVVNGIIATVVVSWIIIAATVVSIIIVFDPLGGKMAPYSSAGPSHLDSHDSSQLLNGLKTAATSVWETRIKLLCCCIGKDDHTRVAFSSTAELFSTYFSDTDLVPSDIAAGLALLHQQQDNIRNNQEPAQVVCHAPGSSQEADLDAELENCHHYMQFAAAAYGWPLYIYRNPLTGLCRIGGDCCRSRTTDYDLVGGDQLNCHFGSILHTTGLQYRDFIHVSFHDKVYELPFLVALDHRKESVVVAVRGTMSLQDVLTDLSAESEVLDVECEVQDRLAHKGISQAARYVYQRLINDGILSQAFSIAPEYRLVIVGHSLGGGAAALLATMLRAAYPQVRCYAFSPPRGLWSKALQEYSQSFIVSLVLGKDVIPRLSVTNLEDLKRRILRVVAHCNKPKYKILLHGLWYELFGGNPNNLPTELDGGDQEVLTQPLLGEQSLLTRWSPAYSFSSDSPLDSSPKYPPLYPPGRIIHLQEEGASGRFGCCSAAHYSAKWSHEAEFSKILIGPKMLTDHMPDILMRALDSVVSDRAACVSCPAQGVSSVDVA
Ecoli viability – reduces bacterial viability in AddAB counter-screen; E. coli V3065 growth, OD600 absorbance, 18 h; inhibition, % at 11.9 µM; 330,000 tested, 0.27% active;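 active = inhibition above the campaign's mean inhibition across all tested compounds plus 3 SD, cut at about 9.9% in these data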;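 also: uninfected addAB+ strain grown without phage in ampicillin broth; 0% = DMSO wells and 100% = ciprofloxacin 0.95 µg/ml wells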
Mot1-301 SUMO – SUMOylation pathway inhibition by Mot1-301 growth rescue; S. cerevisiae Mot1-301 growth rescue, ATP luminescence, 38.5C; percent above DMSO median, 100 means doubled; growth rescue, % at 18.8 µM; 320,000 tested, 1% active;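 active = every valid replicate shows activation above 250% relative to neutral control wells; inactive = the rest, any valid replicate at or below 250%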;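 also: OY570 slx delta 5 strain wells were the positive control but not used for scaling; some compounds called inactive have numbers as strong as hits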
CDK5 p35 inh – blocks human CDK5/p35 kinase activity; Q00535+Q15078; Recombinant CDK5/p35, ADP-Glo luminescence, 60 min; inhibition, % at 10 µM; 330,000 tested, 0.01% active; AID 488839;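 active = highest replicate inhibition of at least 50% and at least 75% of replicates reaching 50%; inconclusive = only one of the two criteria met; inactive = both criteria failed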;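 also: plate controls were DMSO neutral control for no effect and GW8510 at 10 µM for full effect; many of its hits are not listed in these tables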
Tat export inh – inhibitors of E. coli Tat protein transport | E. coli MC4100 TorA-mCherry Tat export, fluorescence | inhibition, % at 10 µM | 340,000 tested, 0.036% active;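 active = mean replicate inhibition at least 50% and at least half of replicates individually reaching 50%; inconclusive = only one of the two criteria met; inactive = neither criterion met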;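 also: exported cargo escapes ClpAP degradation while cytoplasmic cargo is degraded and loses fluorescence; 0% = median of neutral control wells and 100% = median of NaSCN control wells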
phage Ecoli inh – E. coli growth loss with phage present. growth absorbance. inhibition, % at 11.9 µM. 360,000 tested, 0.26% active. AID 651602; in the data active = inhibition above about 11%
HTR5A inv ctr – HTR5A inverse agonism, opioid heterodimer counter-screen; P47898; HTR5A cell line, luminescence; inhibition, % at 9.3 µM; 340,000 tested, 0.083% active; AID 504634; in the data active = inhibition mostly above about 23%, no sharp cut-off; inactive = mostly below about 18%;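 also: 0% = cells with DMSO and 100% = no-cell wells with DMSO; some compounds called inactive have numbers as strong as hits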
PKA-R2B act – activators of human PKA-R2B complex. activation, % at 11.4 µM. 340,000 tested, 0.079% active. AID 504700. PKA-R2B holoenzyme dissociation, Cy5-IP20 fluorescence polarization; R2B truncated from residue 108, S112A mutant; 0% DMSO only, 100% 113 µM cGMP. P22694+P31323;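 active = activation above a cutoff set at the mean over all compounds plus 3 SD, cut at about 18% in these data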;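 also: higher means more holoenzyme dissociation and a rise in polarization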
Target sequence (P31323 whole entry, looked up, other chains not shown, the tested form may be a part): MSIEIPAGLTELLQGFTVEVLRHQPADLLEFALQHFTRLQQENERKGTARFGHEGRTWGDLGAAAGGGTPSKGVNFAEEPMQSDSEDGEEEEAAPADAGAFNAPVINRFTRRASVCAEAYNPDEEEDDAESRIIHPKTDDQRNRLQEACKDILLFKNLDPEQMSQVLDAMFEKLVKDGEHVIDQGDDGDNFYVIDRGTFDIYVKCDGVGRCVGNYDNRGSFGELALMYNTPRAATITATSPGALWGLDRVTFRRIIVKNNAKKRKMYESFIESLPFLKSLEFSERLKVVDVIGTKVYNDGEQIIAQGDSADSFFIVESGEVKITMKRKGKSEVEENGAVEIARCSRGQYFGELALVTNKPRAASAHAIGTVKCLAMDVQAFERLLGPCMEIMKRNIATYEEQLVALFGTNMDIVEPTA
Numbers without * were called inactive; ? = inconclusive; . = no result given.

Results follow in this order: AddAB inh	PKA-R1A activ	HTR5A ag	DAGLB inhibitor	Ecoli viability	Mot1-301 SUMO	CDK5 p35 inh	Tat export inh	phage Ecoli inh	HTR5A inv ctr	PKA-R2B act
COCCN(C(=O)c1ccc(COc2ccccc2)o1)c1c(N)n(CC(C)C)c(=O)[nH]c1=O
 : 1.2	-2	10	-1	0.0	17	-0.7	7	-0.2	0	12
CC(=O)Nc1ccc2c3c(cccc13)C(=O)N(c1ccccc1)C2=O
 : 0.2	-4	0	0	1.7	102	-1.2	-1	3.2	11	-9
Cc1ccccc1C(=NC(=O)c1ccccc1)c1ccccc1
 : 2.5	-7	8	-7	-1.9	-11	0.2	3	-1.6	-14	-11
CCCCOc1ccccc1C(=O)N(Cc1ccco1)C1CCS(=O)(=O)C1 (stereo not drawn)
 : 2.9	-2	-2	1	-1.1	4	-0.5	-2	2.7	9	-2
N/C(=N\OC(=O)c1ccc2ccccc2c1)c1ccccc1Cl
 : 0.7	-4	29*	-6	0.8	106	-2.7	-6	2.6	-75	-12
O=C(O)c1c[nH]c2ccc([N+](=O)[O-])cc2c1=O
 : .	11	0	0	.	.	-0.1	-2	2.7	-2	-1
CC(=O)n1cc([C@H]2C=C(C(=O)Nc3ccccc3)O[C@@H](OCc3ccc(CO)cc3)C2)c2ccccc21
 : -1.4	1	11	0	1.3	-8	-3.2	13	.	-33	0
COC(=O)c1nn(-c2ccc(Cl)cc2)c(=O)cc1Sc1ccccn1
 : 8.2	2	4	1	-0.1	6	0.4	4	0.0	-1	13
Cc1ccc(NC(=S)NC(=O)c2c(-c3ccccc3Cl)noc2C)cc1
 : 0.8	3	-5	-10	2.3	-1	-0.3	4	-1.2	13	-10
COc1ccc(-c2nnc(SCC(=O)O)n2Cc2ccccc2)cc1
 : 2.9	-12	1	0	-0.5	-5	0.4	3	2.2	-4	-1
Cc1ccc(OS(=O)Nc2cccc3nccnc23)cc1 (stereo not drawn)
 : -3.3	-1	-3	-3	-3.7	-30	-1.0	15	-2.8	8	-12
Cc1csc2nc(CNC(=O)C3CCCCC3)cn12
 : -2.0	4	-2	1	1.3	-14	-0.6	-8	1.8	-28	1
Cc1cc(NC(=O)COC(=O)/C=C/c2ccc(C)o2)no1
 : 1.2	-5	6	-2	0.4	13	1.9	-4	2.1	-15	-8
COc1cccc(C(=O)NCCS(=O)(=O)NCCCc2ccccc2)c1
 : 0.5	-1	-7	-2	0.0	-9	-1.0	5	0.5	16	5
COc1ccc(C(=O)NCCSCc2cccc(Cl)c2)cc1OC
 : .	5	2	-2	.	-1	0.0	1	-0.5	-6	-6

Reformatted: entries from further up
SMILES	AddAB inh	PKA-R1A activ	HTR5A ag	DAGLB inhibitor	Ecoli viability	Mot1-301 SUMO	CDK5 p35 inh	Tat export inh	phage Ecoli inh	HTR5A inv ctr	PKA-R2B act
COc1cccc(C(=O)NCCS(=O)(=O)NCCCc2ccccc2)c1	0.5	-1	-7	-2	0.0	-9	-1.0	5	0.5	16	5
COc1ccc(C(=O)NCCSCc2cccc(Cl)c2)cc1OC	.	5	2	-2	.	-1	0.0	1	-0.5	-6	-6

(listing goes on)
Results follow in this order: AddAB inh	PKA-R1A activ	HTR5A ag	DAGLB inhibitor	Ecoli viability	Mot1-301 SUMO	CDK5 p35 inh	Tat export inh	phage Ecoli inh	HTR5A inv ctr	PKA-R2B act
Cc1cccc(NC(=O)c2cccc(N3C(=O)C4CCC(C)CC4C3=O)c2)c1C (stereo not drawn)
 : 2.1	4	4	-3	0.8	7	1.5	1	1.4	-9	8
CSc1nnc2c(n1)OC(c1cccn1C)N(C(C)=O)c1ccccc1-2 (stereo not drawn)
 : -0.4	3	6	-2	1.5	9	3.4	7	1.1	0	6
CC(C(=O)N1CCCCC1)n1ncn2cccc2c1=O (stereo not drawn)
 : 0.7	8	3	-1	1.2	272	0.3	-10	2.3	-7	-3
CCOc1nc(-c2ccc(Cl)cc2Cl)ccc1C#N
 : 0.7	-6	1	-11	-2.1	.	0.1	8	0.1	16	-1
CCOc1ccc(S(=O)(=O)N(CCO)CCO)cc1-c1nc2c(C(C)(C)C)nn(C)c2c(=O)[nH]1
 : -0.2	3	6	-1	1.1	-10	2.3	-4	0.7	0	0
O=C(CCC1CCCCC1)Nc1nccs1
 : -0.3	-1	-3	-1	-2.4	2	2.1	-6	1.3	5	1
COc1ccc(-c2nc(CS(=O)CC(=O)NCCC3=CCCCC3)c(C)o2)cc1 (stereo not drawn)
 : 0.6	8	3	-4	1.2	-8	-7.6	6	2.6	-3	2
CN(C(=O)CSc1cccc[n+]1[O-])c1ccccc1
 : 0.7	-5	-1	0	1.6	-5	-0.8	13	0.9	3	0
COc1ccc(S(=O)(=O)N2CCCCCC2)cc1NC(=O)c1c2c(nc3ccccc13)CCN(Cc1ccccc1)C2
 : -1.6	-4	1	0	-1.4	10	-2.0	?	3.4	-12	8
O=NN1CCN(c2ccncc2S(=O)(=O)N2CCCCC2)CC1
 : 2.3	-3	-1	-1	0.2	7	-4.0	-1	2.3	3	-2
O=C(CCCc1ccccc1)Nc1cccc(C(=O)O)c1
 : 3.3	-2	-3	-1	-1.4	-10	-0.5	-10	4.6	7	5
CC(=O)N1CN(C2CCCC2)Cc2c1sc1c2CCCC1
 : 1.4	-4	4	0	1.7	55	1.0	-5	-1.2	-18	0
COc1ccc(NC(=O)CCc2c(C)nn(-c3ccc(N4CCOCC4)nn3)c2C)cc1
 : 5.9	-19	4	4	2.7	51	3.6	-1	-0.9	-5	7
COCC(=O)N(Cc1nc2sc(C)c(C)c2c(=O)[nH]1)C1CCCCC1
 : -0.6	-6	8	-3	0.0	-7	0.8	7	0.9	-23	-12
CCOC(=O)N1CCN(Cc2nnc(-c3ccccc3Cl)o2)CC1
 : 1.1	-2	-2	-4	1.8	-8	-0.8	-3	1.6	8	8
CCOc1ccc2nc(SCC)[nH]c2c1
 : 2.8	-4	1	-1	-2.1	-6	0.6	0	4.0	-4	-10
Cc1cc(C)n(-c2nc3ccccc3nc2NCCc2ccccc2)n1
 : 0.2	8	-4	-15	2.0	-16	0.5	17	2.2	11	1
COc1cccc(/C=N/Nc2ncnc3c2ncn3Cc2ccccc2)c1O
 : 4.3	-9	3	5	-1.7	176	0.3	-2	5.0	-11	-8
O=C(CSc1nc2sc3c(c2c(=O)n1-c1ccccc1)CCCC3)NCc1ccco1
 : 0.7	-13	-1	4	-0.3	.	-0.5	3	1.8	2	-2
CCCn1c(=O)[nH]c(=O)c2c1nc(-c1ccc(C(F)(F)F)cc1)n2CCOC
 : 4.0	-1	1	-2	-0.1	0	-1.0	3	0.0	-2	1
CC1CCN(c2nc3ccc(C(=O)O)cc3s2)CC1
 : 1.3	0	0	1	0.7	-6	0.6	4	3.3	-6	9
CCCOC(=O)C1C2C=CC(C3CC23)C1C(=O)OCC(=O)c1ccccc1 (stereo not drawn)
 : -1.1	7	1	-7	0.1	170	0.4	5	2.8	-4	0
O=C(Nc1cccc(F)c1)C1CCCCC1
 : 3.7	10	7	-2	-0.4	-1	-2.7	2	1.9	-22	1
COc1ccc(C)cc1NC(=O)COC(=O)C1CC1
 : 3.3	6	2	-1	-1.8	-15	0.4	-5	3.6	-17	4
O=C(CCn1c(=O)oc2ccccc21)N1CCN(c2ccc(F)cc2)CC1
 : -0.8	6	-3	2	-1.6	-24	-0.7	-8	1.6	-8	9
O=C(NCCO)c1ccc(Cl)c(Cl)c1
 : -0.1	-3	-4	1	-1.5	-6	-0.8	8	2.5	-1	-6
Cc1ccc(CN2CC(C(=O)N3CCN(S(=O)(=O)c4ccc(C)cc4C)CC3)CC2=O)cc1 (stereo not drawn)
 : 1.0	-12	10	-2	0.7	77	-2.2	5	0.5	-26	4
CC(=O)c1cccc(NC(=S)N2CCN(S(=O)(=O)c3ccc(F)cc3)CC2)c1
 : 1.2	-4	3	1	2.6	-2	0.2	5	-0.9	-12	-11
Cc1ccc(OS(=O)(=O)c2ccccc2)c(/C=N/N=C2\NC(=O)C(C)S2)c1 (stereo not drawn)
 : 1.2	-5	0	8	-1.1	-7	0.4	9	0.0	-45	-9
COc1ccc2nc(-c3ccccc3)nc(SC)c2c1
 : .	0	1	-14	.	.	1.4	2	3.2	-3	1
CSCCC(NS(=O)(=O)c1ccc(Cl)cc1)C(=O)OCC(=O)NC1CC1 (stereo not drawn)
 : 1.1	-7	1	1	1.4	1	0.1	-3	-7.1	27	-6
Cc1nc2ccccc2n1CC(=O)N/N=C/c1cccs1
 : 2.4	-2	.	0	2.9	-12	-0.5	-1	8.4	.	2
CC(C)(C)c1ccc(OCC(O)CN2CCN(c3ccccn3)CC2)cc1 (stereo not drawn)
 : 1.9	-5	0	-7	-2.2	32	-0.7	6	1.6	-1	-8
CCOC(=O)c1ccc(Nc2ncnc3c2cnn3C)cc1
 : 3.7	-9	-4	5	0.1	-2	1.2	-4	4.6	-12	0
CCC(CC)N1CCN(CC2CC=CCC2)CC1 (stereo not drawn)
 : 3.1	3	-2	2	-1.1	7	-1.1	12	2.5	-6	-3
CCCC(C(=O)OCCN(CC)CC)(c1ccccc1)c1ccccc1
 : 1.1	-9	-2	-5	-0.7	-9	-1.9	-5	2.4	6	1
NC(=O)/C(=C/c1cccnc1)NC(=O)c1ccccc1
 : 3.1	1	-6	-2	-2.8	-19	-0.1	1	3.0	-12	-8
COc1ccc(CCCc2nnc(SCC(=O)Nc3nc(C)cs3)n2C)cc1C
 : 3.8	-10	-4	-2	-0.9	-3	1.4	-6	1.4	9	-1
C=CCc1cc(/C=C2/NC(=O)NC2=O)cc(OCC)c1O
 : 1.1	-10	1	-2	1.8	-10	-0.4	-11	6.9	7	0
NC(=O)NCc1cccc(Cl)c1
 : -0.4	-3	2	-1	-2.5	-1	-0.4	-6	1.5	-2	8
COC(=O)c1cc(S(=O)(=O)NCc2ccc3c(c2)OCO3)c[nH]1
 : 0.9	9	6	-1	-1.7	-13	0.7	-3	2.8	-16	-15
CC(=O)Nc1ccc(C(=O)Nc2cccc(S(=O)(=O)NC3=NCCC3)c2)cc1
 : 0.0	5	2	-2	-0.6	-10	-3.0	8	2.5	-5	-9
Cc1nc2c(c3c1[nH]c1ccccc13)C(O)CC(C)(C)C2 (stereo not drawn)
 : -1.2	-13	0	2	-0.3	0	.	-1	3.7	-4	-5

Complete entries as entered above. Values in the order: AddAB inh	PKA-R1A activ	HTR5A ag	DAGLB inhibitor	Ecoli viability	Mot1-301 SUMO	CDK5 p35 inh	Tat export inh	phage Ecoli inh	HTR5A inv ctr	PKA-R2B act
CC(=O)c1cccc(NC(=S)N2CCN(S(=O)(=O)c3ccc(F)cc3)CC2)c1 as listed: 1.2	-4	3	1	2.6	-2	0.2	5	-0.9	-12	-11
COc1ccc(C)cc1NC(=O)COC(=O)C1CC1 as listed: 3.3	6	2	-1	-1.8	-15	0.4	-5	3.6	-17	4
O=C(CCC1CCCCC1)Nc1nccs1 as listed: -0.3	-1	-3	-1	-2.4	2	2.1	-6	1.3	5	1
